Source: PubChem (several laboratories)
FadD28 binding: M. tuberculosis FadD28 bisubstrate binding inhibition. actives 0.22% (n = 360,000). inhibition, % at 12.5 µM. FadD28 bisubstrate probe binding, fluorescence polarization; in the data active = inhibition above about 8.5%, passing the limit was not always enough; inconclusive = no clear call, values can overlap the other calls
Mtb BioA inh: inhibitors of Mycobacterium tuberculosis BioA enzyme | purified M. tuberculosis BioA enzyme, plate reader | inhibition, % at 9.99 µM | actives 0.096% (n = 360,000) | AID 602481; in the data active = inhibition above about 40%; inconclusive = no clear call, values can overlap the other calls
BoNT A protease: BoNT A light chain protease inhibition | multiplex microsphere protease substrate cleavage, flow cytometry | inhibition, % at 10 µM | actives 0.17% (n = 360,000) | AID 588499; also: plate controls were buffer without enzyme for full effect and enzyme alone for no effect
Anthrax LF prot: anthrax lethal factor protease inhibition | multiplex microsphere protease cleavage assay, LF | inhibition, % at 10 µM | actives 0.12% (n = 360,000) | AID 588501; also: plate controls were buffer without enzyme for full effect and enzyme alone for no effect
BoNT-F LC inh: blocks Botulinum neurotoxin F light chain protease | Multiplex microsphere protease cleavage assay, flow cytometry | inhibition, % at 10 µM | actives 0.22% (n = 360,000); in the data active = inhibition above about 35%, passing the limit was not always enough; inconclusive = no clear call, values can overlap the other calls; also: plate controls were buffer without enzyme for full effect and enzyme alone for no effect
FBA Mtb inh: inhibitors of M. tuberculosis fructose-bisphosphate aldolase. P9WQA3. purified M. tuberculosis FBA, fluorescence read-out. inhibition, % at 1 µM. actives 2.3% (n = 360,000). AID 588726; in the data active = inhibition above about 27%;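 also: 0% = vehicle and 100% = reference inhibitor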
Target sequence (P9WQA3 whole entry, looked up): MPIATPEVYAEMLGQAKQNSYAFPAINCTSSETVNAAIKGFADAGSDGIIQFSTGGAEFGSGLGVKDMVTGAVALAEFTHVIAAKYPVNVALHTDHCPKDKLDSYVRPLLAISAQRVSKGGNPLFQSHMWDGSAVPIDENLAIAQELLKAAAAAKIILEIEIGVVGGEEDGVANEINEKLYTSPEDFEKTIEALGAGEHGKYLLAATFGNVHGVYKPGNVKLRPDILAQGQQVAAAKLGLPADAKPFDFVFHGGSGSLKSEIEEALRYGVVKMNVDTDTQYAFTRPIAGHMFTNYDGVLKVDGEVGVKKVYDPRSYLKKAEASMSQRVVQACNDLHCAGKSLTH
PfHsp40 rescue: rescue of PfHsp40-mediated yeast toxicity | S. cerevisiae expressing PfHsp40, growth rescue, ATP luminescence | growth rescue, % at 12.5 µM | actives 0.68% (n = 340,000); in the data active = growth rescue above about 28%, passing the limit was not always enough; inconclusive = no clear call, values can overlap the other calls;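 also: yeast W303a lacking pdr1 and pdr3 grown in galactose medium; growth measured after three days at 30 °C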
UGM FP inh: blocks M. tuberculosis UGM enzyme; inhibition, % at 10 µM; purified UGM, fluorescence polarization probe displacement; actives 0.06% (n = 320,000); P9WIQ1; AID 504406; in the data active = inhibition above about 10%, passing the limit was not always enough; inconclusive = no clear call, values can overlap the other calls
Target sequence (P9WIQ1 whole entry, looked up): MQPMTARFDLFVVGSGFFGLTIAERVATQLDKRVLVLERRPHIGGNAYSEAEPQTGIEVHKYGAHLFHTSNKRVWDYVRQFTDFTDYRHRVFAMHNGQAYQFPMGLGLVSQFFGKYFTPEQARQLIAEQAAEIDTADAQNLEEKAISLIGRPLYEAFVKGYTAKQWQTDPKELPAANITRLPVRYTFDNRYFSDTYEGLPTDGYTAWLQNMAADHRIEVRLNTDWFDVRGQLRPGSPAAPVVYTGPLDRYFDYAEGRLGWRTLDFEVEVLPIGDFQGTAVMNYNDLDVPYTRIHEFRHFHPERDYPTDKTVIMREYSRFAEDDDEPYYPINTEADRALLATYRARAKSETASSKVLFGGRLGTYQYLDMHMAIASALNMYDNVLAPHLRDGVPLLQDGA
GDH-TPI inh: counter-screen for M. tuberculosis FBA inhibitors: GDH-TPI coupled enzymes; actives 1.2% (n = 360,000); inhibition, % at 4.8 µM; GDH-TPI coupled enzyme counterscreen, NADH absorbance; in the data active = inhibition above about 30%;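 also: 0% = DMSO wells and 100% = wells lacking the enzyme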
The depositor's hits bear a star; ? = inconclusive; . = no result given; + = active, no number. Rule as the data show it, unless noted: active = inhibition above about 30%; inconclusive = no clear call, values can overlap the other calls; inactive = below that.

SMILES	FadD28 binding	Mtb BioA inh	BoNT A protease	Anthrax LF prot	BoNT-F LC inh	FBA Mtb inh	PfHsp40 rescue	UGM FP inh	GDH-TPI inh
COc1cccc(/C=N/Nc2cc(-n3nc(C)cc3-c3ccccc3)ncn2)c1O	-3.1	-0.8	0.0	3	-6	-1	-0.8	7.5	35*
CCOC(=O)c1[nH]c2ccccc2c1NC(=O)c1ccc(S(=O)(=O)N(C)C)cc1	-0.9	-2.3	0.3	-3	0	5	-0.5	-0.4	8
Nc1ccc(S(=O)(=O)NCc2ccccn2)cc1	-1.7	-0.4	-1.2	-5	-8	2	.	0.3	0
Fc1ccc(-c2cnc3n2CCCCC3)cc1	-2.3	1.2	0.1	0	-3	4	-0.9	0.5	4
O=C(c1cccs1)N1CCN(c2ncccn2)CC1	-0.6	0.1	0.4	2	2	1	-0.3	1.7	-6
COc1cccc2c1cc1c(=O)n(CC(=O)N3CCCCCC3)nc(C)n12	-0.4	-3.8	0.2	4	-7	+	2.4	1.0	13
O=C1OCC/C1=C\c1ccc2c(c1)OCO2	-2.4	2.8	-3.4	-2	-12	6	0.5	-0.8	26
CCS(=O)(=O)c1ccc2c(c1)N(S(=O)(=O)c1ccc(Cl)cc1)CC(C(=O)O)O2 (stereo unspecified)	-1.4	0.8	0.4	-4	-3	2	-0.9	-1.4	-4
Cc1ccc(S(=O)(=O)c2cc3ccccc3oc2=O)cc1	-1.3	.	-0.3	0	-3	3	0.2	-1.2	19
CN(C)CCOC(=O)/C(=C/c1cn(C)c2ccccc12)NC(=O)c1ccccc1	0.8	.	?	-14	?	-3	-1.2	2.6	20
Cc1ccc(Cc2c(C)nc3nc(SCC(=O)N4CCC5(CC4)OCCO5)nn3c2C)cc1	-0.5	.	-0.4	-13	2	4	-0.7	-1.3	10
C=CCNC(=O)c1cc(-c2ccc3c(c2)OCO3)on1	-2.5	.	-0.3	-3	-6	-1	-1.6	2.9	0
O=C(O)CNS(=O)(=O)c1c(Cl)cccc1Cl	-1.7	-0.6	0.0	-7	1	1	-0.2	0.5	-2
O=C(NNC(=O)C1CCCCC1)c1ccncc1	-3.1	-0.5	-2.7	-8	-4	-5	-0.4	-1.5	4
CCOc1ccc(-n2ccnc2)nn1	-4.9	2.2	-0.5	-8	-1	-1	-1.1	0.2	5
Cc1ccc(NC(=O)CN(c2cc(C)cc(C)c2)S(=O)(=O)c2c(C)noc2C)nc1	-3.4	0.2	0.4	-5	2	2	-1.3	2.8	0
CCCCN(C(=O)c1nn(C)c(=O)c2ccccc12)c1c(N)n(CC(C)C)c(=O)[nH]c1=O	-0.3	.	-0.4	2	-8	1	0.0	0.5	1
COc1ccc(C(C)(O)c2nc(-c3ccccc3OC)cs2)cc1 (stereo unspecified)	0.0	-0.5	0.1	-3	6	1	.	.	11
O=C(OCC(=O)c1ccc(Cl)s1)c1cnccn1	-4.4	0.0	2.0	-5	4	-1	1.0	-3.2	3
CC(C)(C)NC(=O)CSc1ccc(S(=O)(=O)N2CCOCC2)cn1	0.7	-1.2	.	.	.	1	1.7	-1.4	-3

Ordered by SMILES length (high to low): part of the list above
SMILES	FadD28 binding	Mtb BioA inh	BoNT A protease	Anthrax LF prot	BoNT-F LC inh	FBA Mtb inh	PfHsp40 rescue	UGM FP inh	GDH-TPI inh
CCS(=O)(=O)c1ccc2c(c1)N(S(=O)(=O)c1ccc(Cl)cc1)CC(C(=O)O)O2 (stereo unspecified)	-1.4	0.8	0.4	-4	-3	2	-0.9	-1.4	-4
CCOC(=O)c1[nH]c2ccccc2c1NC(=O)c1ccc(S(=O)(=O)N(C)C)cc1	-0.9	-2.3	0.3	-3	0	5	-0.5	-0.4	8
CN(C)CCOC(=O)/C(=C/c1cn(C)c2ccccc12)NC(=O)c1ccccc1	0.8	.	?	-14	?	-3	-1.2	2.6	20
COc1cccc(/C=N/Nc2cc(-n3nc(C)cc3-c3ccccc3)ncn2)c1O	-3.1	-0.8	0.0	3	-6	-1	-0.8	7.5	35*
COc1cccc2c1cc1c(=O)n(CC(=O)N3CCCCCC3)nc(C)n12	-0.4	-3.8	0.2	4	-7	+	2.4	1.0	13
Cc1ccc(S(=O)(=O)c2cc3ccccc3oc2=O)cc1	-1.3	.	-0.3	0	-3	3	0.2	-1.2	19
C=CCNC(=O)c1cc(-c2ccc3c(c2)OCO3)on1	-2.5	.	-0.3	-3	-6	-1	-1.6	2.9	0
O=C(O)CNS(=O)(=O)c1c(Cl)cccc1Cl	-1.7	-0.6	0.0	-7	1	1	-0.2	0.5	-2
Nc1ccc(S(=O)(=O)NCc2ccccn2)cc1	-1.7	-0.4	-1.2	-5	-8	2	.	0.3	0
O=C1OCC/C1=C\c1ccc2c(c1)OCO2	-2.4	2.8	-3.4	-2	-12	6	0.5	-0.8	26
Fc1ccc(-c2cnc3n2CCCCC3)cc1	-2.3	1.2	0.1	0	-3	4	-0.9	0.5	4

Following part.
SMILES	FadD28 binding	Mtb BioA inh	BoNT A protease	Anthrax LF prot	BoNT-F LC inh	FBA Mtb inh	PfHsp40 rescue	UGM FP inh	GDH-TPI inh
O=C(O)C1C2CCC(O2)C1C(=O)Nc1ccc(Br)cc1F (stereo unspecified)	-3.2	-0.1	1.5	-4	?	3	-1.1	1.4	1
COC(=O)CC1COc2ccccc2N1C(=O)c1ccc(C(C)(C)C)cc1 (stereo unspecified)	-3.8	0.4	?	0	0	-4	3.0	6.9	11
COc1ccc(S(=O)(=O)N2CCOCC2)cc1NC(=O)CN1CCC(Cc2ccccc2)CC1	0.7	-2.2	-0.2	2	-4	-1	-0.9	-1.1	1
CCOC(=O)Cn1c(=O)oc2cc(S(=O)(=O)N3CCCC(C(=O)OCC)C3)ccc21 (stereo unspecified)	-0.9	-0.1	0.5	-1	0	0	0.0	0.1	8
COc1cc(NS(=O)(=O)c2cn(C)cn2)cc(OC)c1OC	-2.1	-2.1	0.4	-2	-1	1	-0.6	3.5	-4
O=C(COC(=O)CCC(=O)c1ccccc1)NNC(=O)c1ccc(Cl)cc1	-1.5	0.8	3.8	0	8	-1	1.0	-5.0	7
COc1ccccc1NS(=O)(=O)c1cc(NC(=O)c2sc3cc(Cl)ccc3c2Cl)ccc1C	-3.5	.	-0.5	0	2	-1	-0.3	-2.0	-4
Cc1cccc(N2CCN(C(=O)c3cc4ccccc4oc3=O)CC2)c1C	-0.4	-0.9	-0.5	-11	-13	2	1.2	0.5	11
O=[N+]([O-])c1cccc(CSc2nc3ccccc3[nH]2)c1	-7.4	.	-1.0	-1	-14	0	1.0	-2.8	6
CCN(C(=O)CSc1nc2cc(S(=O)(=O)N(CC)CC)ccc2o1)C1CCS(=O)(=O)C1 (stereo unspecified)	-0.3	-0.7	-3.1	-3	4	7	-2.2	4.0	6
CCN(C(=O)CCc1nnc2ccc(N3CCC4(CC3)OCCO4)nn12)c1ccccc1	-2.7	9.9	1.3	5	0	-1	0.0	0.8	-2
CSCc1ccc(C(=O)NCc2ccc(F)cc2)cc1	-2.6	.	-0.3	-2	0	3	-0.3	-1.9	6
O=C(c1ccc(C(F)(F)F)cc1)C1CCCN(C(=O)CCn2cncn2)C1 (stereo unspecified)	-3.3	-0.6	0.0	-2	2	0	-0.7	1.4	9
COC(=O)c1ccc(COn2nnc3ccccc32)cc1	-2.0	0.1	0.1	6	-3	-2	-0.3	-0.7	-11
Cc1ccccc1CN1C(=O)c2ccccc2Sc2ccc(C(=O)NCCN3CCOCC3)cc21	-0.7	-1.2	0.5	-2	-3	-2	-0.1	2.2	8
COc1ccc(OC)c(NC(=O)COC(=O)c2nc(Cl)ccc2Cl)c1	-0.7	.	0.0	-1	-1	2	-0.6	-1.4	-4
CC(=O)NCCC(=O)Nc1cc(F)ccc1C	-4.6	-0.5	-0.3	-1	-2	2	0.4	-0.4	4
COc1ccc(S(=O)(=O)NCCCCOc2ccc(Cl)cc2)cc1	.	0.9	-1.1	9	3	7	4.0	-0.8	-2
Cc1cc(N2CCN(C)CC2)nc2ccc(NC(=O)CCC(=O)NCCCOC(C)C)cc12	-3.4	.	-7.9	-1	?	25	-1.3	0.3	4
COc1ccc(-n2nnnc2-c2nc3ccccc3s2)cc1	-3.4	0.4	0.6	2	-1	20	-1.3	3.4	9
CC(=O)NCCC(=O)Nc1cc(S(=O)(=O)N2CCOCC2)ccc1Oc1ccc(F)cc1	-2.1	.	-2.1	-5	2	0	-0.2	-0.4	11
CCOc1ccc2nc(NC(NC(C)=O)(C(=O)OC)C(F)(F)F)sc2c1 (stereo unspecified)	-0.1	-1.3	3.8	6	31	2	0.1	-0.2	5
CS(=O)(=O)c1ccc(Cl)c(NC(=O)CSc2nc3ccccc3c(=O)n2CCCN2CCOCC2)c1	-1.3	.	-0.3	0	0	2	-0.5	1.8	6
O=[N+]([O-])c1ccc2c(c1)C(N1CCOCC1)/C(=C/C1(O)CCCCC1)O2 (stereo unspecified)	-1.2	0.4	-0.6	2	0	-5	-1.7	1.0	12
COc1ccc(CNC(=O)CSc2nnc3c(Cl)cc(C(F)(F)F)cn23)cc1OC	-2.8	.	0.2	0	2	2	-1.4	0.3	-3
CC1=C(C(=O)N2CCOCC2)C(c2c(C)cc(C)cc2C)NC(=S)N1 (stereo unspecified)	0.2	-0.6	-1.0	-5	-2	7	-0.7	-1.5	2
COCCNC(=O)c1sc(=O)n(Cc2ccc(SC)cc2)c1C	-3.7	5.5	-0.8	2	-7	-1	.	.	-2
CC(=O)NC1CC2CCCC(C1)N2 (stereo unspecified)	0.7	4.7	-1.0	0	-13	3	1.0	1.0	9
Cc1cccn2c(=O)c(C=O)c(Sc3ncccn3)nc12	-1.7	.	0.6	2	25	-1	0.0	3.4	1
CN(C)c1ccc(P(=O)(OC2CCCCC2)C(O)c2ccccn2)cc1 (stereo unspecified)	-0.6	.	-0.7	-8	?	68*	-0.4	-1.9	7
COc1cccc(C=Nc2ccc(N3CCOCC3)cc2)c1O	-2.7	-0.4	-1.4	4	3	-3	3.4	-0.2	6
CCOC(=O)C1(C(F)(F)F)N=C(c2cccnc2)OC(N2CCCCC2)=N1 (stereo unspecified)	-5.1	1.0	-0.8	1	-2	-2	-1.1	-0.1	-3
C/C(Nc1cccc(F)c1)=C(/C#N)C(N)=O	1.8	-1.5	-0.8	-2	1	2	-1.1	-0.7	-2
COc1ccc(CCSc2nnc(C3CCCCC3)n2N)cc1	0.4	-1.0	-0.1	1	3	1	-1.0	0.3	12
C=CCNC(=O)C(=O)NCCOc1ccccc1Cl	-4.7	.	0.8	0	7	-6	-0.7	-0.4	2
COc1cc(/C=N/N=C(\N)c2nonc2N)cc(OC)c1OC	-5.0	.	0.7	-1	-3	-6	-0.5	-6.3	19
Cc1csc(SCC(=O)Nc2oc(C)c3c(C)n[nH]c(=O)c23)n1	-2.2	.	.	.	.	-2	0.4	1.3	10
O=C(Nc1cc(S(=O)(=O)N2CCOCC2)ccc1N1CCCC1)c1cc(=O)[nH]c2ccccc12	0.0	-2.7	0.6	-5	0	-5	0.3	-0.7	23
CCCc1c(C(=O)N/N=C(\C)CCc2ccc(OC)cc2)nnn1-c1nonc1N	-3.0	-0.7	-0.2	0	-4	-2	0.3	1.0	4
Cc1ccc(/C=N/NC(=O)CCSc2ccccc2)cc1	-3.8	2.0	-0.2	0	-4	2	0.1	0.8	0
COc1ccc(C2CC(c3ccc(C)cc3)Nc3nc(N)nn32)cc1 (stereo unspecified)	-3.0	-1.1	0.5	-8	7	2	0.2	-3.5	-5
C(=N\N(c1ccccc1)c1ccccc1)/c1ccc(N2CCOCC2)s1	-3.0	.	-0.2	-4	-6	-2	0.3	-2.0	13
CSc1ccc(/C=C/c2cc(=O)c3ccccc3[nH]2)cc1	-0.8	.	-0.1	2	-7	3	0.7	1.4	18
Cc1cc(N/N=C/c2cccc([N+](=O)[O-])c2)nc(-n2nc(C)cc2C)n1	0.9	-0.5	-3.4	-10	?	-4	4.2	-1.2	16
